Growth percent in the NCI-60 one-dose screen (48 h, 10 µM unless noted): 100 = growth as untreated, 0 = no growth, -100 = all killed.
HL-60(TB) = HL-60(TB) leukemia cells. actives 9% (n = 78,000). AID 1794776; active = growth percent below 10
An asterisk follows results filed as active; & = joins results of further samples; [ ] = dose if it differs, or a comment. The list is partial; count on the stated rates, not on these rows.

SMILES | HL-60(TB)
Cc1ccc(OS(=O)(=O)c2ccccc2)cc1 | 109
CCN(CCO)CC(=O)c1cc(Cl)cc(Cl)c1Cl | 106
CCN1C(=O)N(CC)C2Nn3c(s/c(=C\c4ccc[nH]4)c3=O)=NC21 (stereo unspecified) | 104
CCOC(CSCc1ccccc1)OCC | 100
OCC1OCOC2COCOC12 (stereo unspecified) | 125
N#Cc1c(-c2cc(=O)oc3ccc(Cl)cc23)cc(-c2cc3ccccc3oc2=O)nc1N | 84
CCN(CC)S(=O)(=O)Oc1ccc2c(C)cc(=O)oc2c1 | 92
CCOC(=O)CCC1(C(=O)OC)C(=O)CCCCC/C=C/1C(=O)OC (stereo unspecified) | 89
O=C1Nc2ccccc2Oc2ccc(S(=O)(=O)CC3CO3)cc21 (stereo unspecified) | 0.3*
O=C(NCN1C(=O)c2cccc3cccc(c23)C1=O)N1CCOCC1 | 90
c1ccc(-c2csc(NN=C3c4ccccc4-c4ccccc43)n2)cc1 | 99
O=C(O)/C(=C/c1ccc([N+](=O)[O-])cc1)c1ccccc1 | 98
C1CCC(NC2CCCC2)CC1 | 115
C[n+]1cnc(N)c2[nH]cnc21 | 87
COc1ccc(NC(=O)CSc2nnc(-c3cc(-c4ccc(OC)cc4)nc4ccccc34)n2-c2ccccc2)cc1 | 102
COc1c2c(c(CN3CCOCC3)c3occc13)O/C(=C/c1ccccc1)C2=O | 80
CC(C)(C)C(=O)C(O)C(C)(C)C (stereo unspecified) | 92
Fc1cccc(Cl)c1Cn1c(-c2cncs2)nc2ccccc21 | 97
Cc1cc(N=Nc2c(O)ccc3ccccc23)n[nH]1 | 78
Cc1ccc(Cl)cc1NC(=O)OC(C)C | 99
c1ccc(C(c2ccccc2)c2cc(-c3cc(C(c4ccccc4)c4ccccc4)[nH]n3)n[nH]2)cc1 | 92
CCN1[C@@H]2CC[C@H]1/C(=C\c1ccc(C)cc1)C(=O)/C2=C/c1ccc(C)cc1 | 59
CS(=O)(=O)Nc1nc2ccccc2c(=O)o1 | 100[100 µM]
NC(=O)Nc1ncn[nH]1 | 112
CC(C)C(C(=O)CCN1CCCCC1)c1ccc(Cl)cc1 (stereo unspecified) | 100
O=C1C=CC(=O)N1Cc1ccco1 | 108
C=CCCCCCCCCC(=O)NS(=O)(=O)c1ccccc1 | 103
O=C1CC[C@@H](C(=O)N2CSC[C@H]2C(=O)O)N1 | 78
Cc1cc(N2CCN(CC(=O)Nc3ccc4c(ccn4C)c3)CC2)nc(N2CCCCCC2)n1 | 75
Fc1ccc2c(c1)CC1C[C@@H](/C=C/c3ccccc3)N2O1 (stereo partly specified) | 97
O=c1c2ccccc2nc2c3[nH]c4c(Cl)c(Cl)ccc4c3ccn12 | 77
C=C(C)[C@@H]1CC[C@]2(C=C(C#N)C#N)CC[C@]3(C)[C@H](CC[C@@H]4[C@@]5(C)CCC(=O)C(C)(C)[C@@H]5CC[C@]43C)[C@@H]12 | 76
CN1C(=O)C2(SCC(C(=O)Nc3ccccc3)N2C(=O)C2CCCCC2)c2ccccc21 (stereo unspecified) | 73
O=C(c1ccccc1)C(NCCO)c1ccccc1 (stereo unspecified) | 66
CCN1CCN(C(=O)[C@]23CC[C@@H](C)[C@H](C)[C@H]2C2=CC[C@@H]4[C@@]5(C)C/C(=C/c6ccc(C(F)(F)F)cc6)C(=O)C(C)(C)[C@@H]5CC[C@@]4(C)[C@]2(C)CC3)CC1 | 94
C(=N\Nc1nc2ccccc2s1)/c1ccc2c(c1)OCO2 | 102
O=C1c2ccccc2C(=O)N1C1C=CC=CC=C1 | 90
CCCCCCC1CCC(OC(C)=O)CC1 (stereo unspecified) | 95
O=CNC(=O)/C=C/C(=O)O | 119
Cc1ccc(-c2cc(Cc3cccs3)c(=O)n(Cn3cnc4nc[nH]c4c3=O)n2)cc1 | 108
CCOC(=O)CN1C2=C(C(=O)CC(C)(C)C2)C(c2cccs2)C2=C1CC(C)(C)CC2=O | 91
c1ccc(Nc2nn3c(-c4cccs4)ccnc3c2-c2ccccc2)cc1 | 100
CCc1cc(=O)n2c(-c3ccc(F)cc3)cnc2[nH]1 | 95
Cc1ccc(C2=NNC(c3sc(Cl)nc3Cl)C2)cc1 (stereo unspecified) | 93
Nc1ccc(Cl)c2cccnc12 | 53
COc1cc(C2OC3=C(CCCC3)C3(C#N)C(=O)NC(=N)C23C#N)ccc1O (stereo unspecified) | 100
CC(=O)Nc1ccc(O)cc1[N+](=O)[O-] | 93
Cc1c(C(=O)NCCc2ccc(N3CCC[C@@H]3C)cc2)nn(-c2ccc(Cl)cc2)c1-c1ccc(Cl)cc1 | 76
O=C1CCC(c2ccccc2)=NN1 | 109
O=[N+]([O-])c1ccc(SNc2ccccc2)c([N+](=O)[O-])c1 | 92
COc1c(Cl)ccc2c(-c3nc4cc(Cl)c(F)cc4s3)cc(=O)oc12 | -18*
CN(C)c1ccc(N)c2ccccc12 | 43
COc1cc2nc(Nc3cccc(C(=O)O)c3)nc(N)c2cc1OC | 109
NS(=O)(=O)c1ccc(CCn2c(-c3ccccc3)nc(-c3ccccc3)c2-c2ccccc2)cc1 | 99
CCN(CC)CCOc1ccc(-c2c(-c3ccccc3)c(=O)oc3ccccc23)cc1 | 107
CCCNCCC(=O)Nc1ccc(C)c(Cl)c1 | 98
O=C1C(c2ccccc2)=C2C(=C1c1ccccc1)c1cccc3cccc2c13 | 98
CNC(=O)Sc1ccc(Cl)cc1 | 84
Cc1nc(NN)c([N+](=O)[O-])c(NN)n1 | 68
COc1ccncc1C#Cc1cncc(C(=O)Nc2ccc(CN3CCN(C)CC3)c(C(F)(F)F)c2)c1 | 8.0*

Quoted at random: 4 compounds from above, in no set order.
SMILES | HL-60(TB)
Cc1c(C(=O)NCCc2ccc(N3CCC[C@@H]3C)cc2)nn(-c2ccc(Cl)cc2)c1-c1ccc(Cl)cc1 | 76
COc1c(Cl)ccc2c(-c3nc4cc(Cl)c(F)cc4s3)cc(=O)oc12 | -18*
CCCNCCC(=O)Nc1ccc(C)c(Cl)c1 | 98
CC(=O)Nc1ccc(O)cc1[N+](=O)[O-] | 93

(cont.)
SMILES | HL-60(TB)
O=c1[nH]c(=O)n(C2CC(O)C(CO)O2)cc1CO (stereo unspecified) | 107
COc1ccc(OC)c(-c2csc(=O)s2)c1 | 96
Cc1nc2ncccc2nc1Nc1ccccc1 | 94
CC(O)c1ccccc1Br (stereo unspecified) | 69
Nc1nncc(-c2ccccc2)n1 | 76
CCCC1(CC)NC(=O)NC1=O (stereo unspecified) | 113
N/C(=N\C(N)=N\c1nc2ccccc2s1)c1ncc(Cl)cc1Cl | 103
Cn1c(=O)[nH]c(=O)c2nc(CC(O)c3ccco3)c(=O)[nH]c21 (stereo unspecified) | 100
O=C(O)c1cccc(N2C(=O)CCSC2=S)c1 | 100
Nc1c(C(=O)Nc2ccc(Cl)c(Cl)c2)sc2nc3c(cc12)C(=O)CCC3 | 99
O=C(N/N=C/c1ccc(Cl)o1)c1[nH]c2ccc(Br)cc2c1-c1ccccc1 | -42*
CCOC(=O)c1cc2c(n1C)-c1[nH]c(=O)c(S(=O)(=O)c3ccccc3)cc1CCC2 | 94
S=C(N/N=C/c1cc(Cl)cc(Cl)c1)NC12CC3CC(CC(C3)C1)C2 | 104
O=C(NCCNC(=O)c1ccc([As](O)O)cc1)c1ccc([As](O)O)cc1 | 105
COc1cc(-c2ccc(=O)oc2C#Cc2ccccc2)cc(OC)c1OC | 74
Clc1ccc(OC2CCO2)cc1Cl (stereo unspecified) | 100
NS(=O)(=O)c1ccc(-n2c(SCC(=O)Nc3ccc(S(=O)(=O)Nc4ccc(Cl)nn4)cc3)nc3ccccc3c2=O)cc1 | 108
O=C1S/C(=C/c2ccc(O)cc2)C(=O)N1c1nc(N2CCCC2)nc(N2CCCC2)n1 | 84
C(=C\c1ccccc1)/CN1CCOCC1 | 90
N#Cc1ccc(/C=N/NC(=O)c2[nH]c3ccc(Br)cc3c2-c2ccccc2)s1 | -40*
Clc1ccc(Cl)c(Cl)c1Cl | 94
Cc1cc(C(=O)NNCc2ccccc2)no1 | 96
O=C(Nc1cccc(-n2cc(-c3ccncc3)c(-c3cc(O)cc(Cl)c3)n2)c1)Nc1ccc(Cl)c(C(F)(F)F)c1 | -27*
O=C(/C=C/c1coc(-c2ccccc2)n1)c1ccc(F)cc1 | 83
C=CCN1C(=O)CS/C1=N\Nc1cc(=O)[nH]c2ccccc12 | 98
OCC(O)C(O)C(O)C(O)C(c1ccc(O)cc1)c1ccc(O)cc1 (stereo unspecified) | 102
CCOc1ccc(C(=O)CCN2CCC3CCC(C3)C2)cc1 (stereo unspecified) | 98
Nc1cccc2c1C(=O)c1c(N)cccc1C2=O | 94
CC(=O)C1C(=O)C(=O)N(c2ccc([N+](=O)[O-])cc2)C1=O (stereo unspecified) | 106
Clc1ccc(COC(Cn2ccnc2)c2ccc(Cl)cc2Cl)cc1 (stereo unspecified) | -40*
COc1ccc(CC(C)=C(c2ccc(OCCN3CCCC3)cc2)c2ccc(OCCN3CCCC3)cc2)cc1 | -64*
Nc1nnc(SCC(=O)Nc2ccc3oc(=O)ccc3c2)s1 | 106
COC(=O)CN/C(CCCO)=C(/C#N)c1nc2ccccc2c(=O)[nH]1 | 111
CC(O)CCO (stereo unspecified) | 98
CCCC(=O)CC(=O)c1ccccc1 | 112
CN1CCN(Cc2ccc3c(NNC(=O)c4ccccc4)nc4cc(F)ccc4n23)CC1 | 7.8*
Nc1ncn[nH]1 | 91&86
c1ccc2c([C@@H]3CCCCCC[C@H](c4c[nH]c5ccccc45)c4c3[nH]c3ccccc43)c[nH]c2c1 | 112
Cc1cc(C(N)=O)cc(C)c1C(=O)OCCCl | 106
Cc1nc(-c2ccccc2)cc2c1C(=O)N(CC(=O)c1ccccc1)C2=O | 95
C[N+]1(CCC[N+]2(C)CCCCCC2)CCCCCC1 | 100
CC(=O)N1c2ccc(C)cc2Sc2c1ccc1ccccc21 | 43
O=C(/C=C/Nc1ccc(NS(=O)(=O)c2ncccn2)cc1)c1cc2c(ccc3ccccc32)oc1=O | 93
O=C(Nc1cccc([N+](=O)[O-])c1)c1ccccc1Cl | 97
COc1ccc(C2C(C(C)=O)=C(C)NC(C)=C2C(C)=O)cc1 | 110

For convenience, part of the list above.
SMILES | HL-60(TB)
COc1ccc(CC(C)=C(c2ccc(OCCN3CCCC3)cc2)c2ccc(OCCN3CCCC3)cc2)cc1 | -64*
Nc1nnc(SCC(=O)Nc2ccc3oc(=O)ccc3c2)s1 | 106
COC(=O)CN/C(CCCO)=C(/C#N)c1nc2ccccc2c(=O)[nH]1 | 111
CC(O)CCO (stereo unspecified) | 98
CCCC(=O)CC(=O)c1ccccc1 | 112

Remaining list, next part.
SMILES | HL-60(TB)
Oc1ccc(CSc2nnc(-c3ccc(Cl)cc3)o2)c2cccnc12 | 13
COc1cccc(/C=N/NC(=O)COc2cc(=O)n(C)c3ccccc23)c1 | 95
CCCCC(CN1CCCCC1)C(=O)c1ccccc1 (stereo unspecified) | 98
CCN1C(=O)N(CC)C2C1NN=c1s/c(=C\c3ccc(C(F)(F)F)cc3)c(=O)n12 (stereo unspecified) | -49*
COC(=Nc1ccccc1)SSC(C)C | 82
O=C(O)C1C[C@](O)(c2ccc(F)cc2)[C@@H](c2ccc(F)cc2)O1 (stereo partly specified) | 92
Cc1cc2ccccc2c[n+]1CC[n+]1cc2ccccc2cc1C | 105
O=C1NC(CCc2nc3ccccc3c(=O)[nH]2)C(=O)Nc2ccccc21 (stereo unspecified) | 105
Cc1cc(C(=O)NNC(C)Cc2ccccc2)no1 (stereo unspecified) | 98
CCOC(=O)C1=C(N)Oc2c(sc3c(F)cccc23)C1c1ccc(O)cc1 (stereo unspecified) | 18
CC(=O)Nc1nc2ccc(NS(=O)(=O)c3cccc4c(N(C)C)cccc34)cc2[nH]1 | 28
CC(C)Cn1cnc2c(SCCc3ccccc3)nc(N)nc21 | 82
Oc1cc2c3c(c1)c1cc4c(cc1c[n+]3CC2)OCO4 | 86
Cc1cc(C)nc(SC2=C(Nc3ccc(O)cc3)C(=O)N(Cc3ccccc3)C2=O)n1 | 61[40 µM]
C=C(C)[C@@H]1CC[C@]2(C(=O)OC)CC[C@]3(C)[C@H](CC[C@@H]4[C@@]5(C)C/C(=C/c6ccc(Br)cc6)C(=O)C(C)(C)[C@@H]5CC[C@]43C)[C@@H]12 | 99

Reprinted from the part before: four entries, then new ones.
SMILES | HL-60(TB)
CC(C)Cn1cnc2c(SCCc3ccccc3)nc(N)nc21 | 82
Oc1cc2c3c(c1)c1cc4c(cc1c[n+]3CC2)OCO4 | 86
Cc1cc(C)nc(SC2=C(Nc3ccc(O)cc3)C(=O)N(Cc3ccccc3)C2=O)n1 | 61[40 µM]
C=C(C)[C@@H]1CC[C@]2(C(=O)OC)CC[C@]3(C)[C@H](CC[C@@H]4[C@@]5(C)C/C(=C/c6ccc(Br)cc6)C(=O)C(C)(C)[C@@H]5CC[C@]43C)[C@@H]12 | 99
COc1cc(-c2nn(-c3cccc(NC(=O)Nc4ccc(Cl)c(C(F)(F)F)c4)c3)cc2-c2ccncc2)ccc1Cl | -20*
Cc1ccc(-c2nnc(Cn3ccnc3)o2)cc1 | 62
Cc1cnc(SCc2ccccc2)nc1N(C)C | 72
O=C1c2ccccc2C(=O)N1C1c2ccccc2Oc2ccccc21 | 91
CCOC(=O)C(C(=O)OCC)c1nc2sc3cc(Cl)c(Cl)cc3n2c(=N)c1C#N | 105
O=C1c2ccccc2-c2c1c1cnccc1c(=O)n2C[C@H](O)CO | 97
O=C(Nc1ccccc1)N1CC1 | 106

A different layout for part of the listing above:
Structure	HL-60(TB)
Cn1c(=O)[nH]c(=O)c2nc(CC(O)c3ccco3)c(=O)[nH]c21 (stereo unspecified)	100
CCOC(=O)c1cc2c(n1C)-c1[nH]c(=O)c(S(=O)(=O)c3ccccc3)cc1CCC2	94
Cc1c(C(=O)NCCc2ccc(N3CCC[C@@H]3C)cc2)nn(-c2ccc(Cl)cc2)c1-c1ccc(Cl)cc1	76
O=C(NCN1C(=O)c2cccc3cccc(c23)C1=O)N1CCOCC1	90

Screening data deposited in PubChem by NCI.
